Screening data: PubChem, National Center for Advancing Translational Sciences (NCATS)
HT1080 IDH1KD tx – qHTS for induction of synthetic lethality in tumor cells producing 2HG: qHTS for the HT-1080-IDH1KD cell line. 360,000 tested, 2% active. HT-1080 IDH1 knockdown viability, ATP luminescence, 48 h. Potency, µM (doses to about 46.1 µM), for the others: at the top dose activity, negative = toxicity, most hits filed as cytotoxic;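 also: potency is read from the fitted curve at half-maximal effect; 0% = DMSO wells and -100% = cell-free medium wells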
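After a 2 h attachment period, IDH1KD HT-1080 cells took pin-transferred compound for 48 h at 37 °C; ATP-based luminescence after 10 min room-temperature reagent incubation reported viability.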
KB-3-1 cytotox – qHTS assay for MDR1-selective chemotherapeutics: Primary screen using the parental adenocarcinoma cell KB-3-1; AID 1347075, 2019; KB-3-1 viability, CellTiter-Glo ATP luminescence, 72 h; 400,000 tested, 1.4% active; Potency, µM (highest dose often 46.1 µM), for the others: at the highest dose activity change, negative = cytotoxic, most hits filed as cytotoxic; also: potency is read from the fitted curve at half-maximal effect; % is scaled to controls: 0 for no effect and ±100 for the full control effect; nearly all actives have a fitted effect of over 60% in size
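Parental KB-3-1 viability, qHTS format: 72 h compound exposure, 37 °C; CellTiter-Glo; media-only wells and DMSO plates as controls; concentration-effect fits on corrected data.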
IL1B secr inh – qHTS for Inhibitors of Inflammasome Signaling: IL-1-beta AlphaLISA Primary Screen; THP-1 LPS/ATP IL-1B secretion, AlphaLISA, 16 h; stronger effect = lower value; activity change, % at 57.5 µM; 360,000 tested, 4.7% active; AID 743279, 2014; in the data active = activity change below about -50%; inconclusive = mostly about -30% to -49%; also: % is scaled to controls: 0 for no effect and ±100 for the full control effect
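Secreted IL-1B measured by AlphaLISA bead assay after 16 h compound exposure of THP-1 cells; compounds (final up to 57.5 uM) added 1 h before LPS (250 ng/mL) and ATP (1.25 mM) stimulation; lower signal means less secretion.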
ATXN viability – Viability Counterscreen for Primary qHTS for Inhibitors of ATXN expression; S2 cells (HEK-293 line with an ATXN2-luciferase reporter) viability, CellTiter-Fluor protease fluorescence, 24 h; Potency, µM (top dose mostly 56.7 µM), usual class: cytotoxic; 400,000 tested, 0.49% active; AID 651635, 2014; also: potency is read from the fitted curve at half-maximal effect; nearly all actives have a fitted effect of over 40% in size
ATXN2 expr inh – Primary qHTS for Inhibitors of ATXN expression; 360,000 tested, 0.72% active; Potency, µM (titrated, usually from 57 µM), for the others: at the top dose activity change, negative = inhibition, most hits filed as inhibitors; HEK-293 ATXN2-luciferase reporter, luminescence, 24 h; AID 1745845, 2022; also: potency is read from the fitted curve at half-maximal effect; % is scaled to controls: 0 for no effect and ±100 for the full control effect; nearly all actives have a fitted effect of over 55% in size
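ATXN2-luciferase reporter cells (luciferase flanked by upstream and downstream ATXN2 gene portions) were treated 24 h at 37 °C with compounds at up to 57 uM. SteadyGlo luminescence gave expression; GF-AFC fluorescence gave viability.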
HT1080-NT tox – qHTS for induction of synthetic lethality in tumor cells producing 2HG: qHTS for the HT-1080-NT fibrosarcoma cell line; HT-1080-NT fibrosarcoma viability, CellTiter-Glo ATP luminescence, 48 h; Potency, µM (titrated, usually from 46.1 µM), for inactives: at the highest dose activity, negative = less viability, usual class: cytotoxic; 360,000 tested, 1.6% active; AID 686970, 2013;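 also: NT is the 2HG producing partner of a matched IDH1 knockdown line; potency is read from the fitted curve at half-maximal effect; 0% = DMSO-treated cells and -100% = media-only wells without cells; nearly all actives have a fitted effect of over 55% in size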
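HT-1080-NT fibrosarcoma cells (2HG-overproducing), 750 cells/well in RPMI with 5% FBS, dosed after 2 h and incubated 48 h at 37C. CellTiter-Glo luminescence normalized to DMSO and no-cell wells; concentration-response curves fitted and classed.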
HepG2 viability – qHTS for Inhibitors of TGF-b: Cytotox Counterscreen | HepG2 CAGA-GFP viability, ATP luminescence, 18 h | Potency, µM (doses to about 46.1 µM), for the others: at the highest dose activity change, negative = cytotoxicity, usual class: cytotoxic | 410,000 tested, 0.76% active | AID 588856, 2011; also: potency is read from the fitted curve at half-maximal effect; some results filed as inactive show a strong effect at the top dose
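HepG2 CAGA-GFP cells (1000/well, DMEM with 1% FBS) received compound, then TGF-beta at 500 pg/mL final, and were incubated 18 hours at 37 degrees C. Viability was read by CellTiter-Glo luminescence. Media-only wells were set as complete cell-killing and DMSO as no toxicity.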
MCF10A rerep – A quantitative high throughput screen for small molecules that induce DNA re-replication in MCF 10a normal breast cells. MCF 10A DNA re-replication, Hoechst nuclear intensity, 48 h. 350,000 tested, 2.9% active. Potency, µM (titrated, usually from 46.1 µM), for inactives: top-dose activity, positive = re-replication, hits mostly activators. AID 624296, 2012; also: potency is read from the fitted curve at half-maximal effect; % of control where 0% means no effect; nearly all actives have a fitted effect of over 50% in size
SW480 rereplic – A quantitative high throughput screen for small molecules that induce DNA re-replication in SW480 colon adenocarcinoma cells. SW480 DNA re-replication, Hoechst DNA content imaging, 48 h. Potency, µM (top dose mostly 46.1 µM), for inactives: top-dose re-replication activation, actives largely listed as activators. 340,000 tested, 1.8% active. AID 624297, 2012; also: potency is read from the fitted curve at half-maximal effect; % of control where 0% means no effect; nearly all actives have a fitted effect of over 55% in size
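Image-based read-out: total Hoechst fluorescence of nuclei (405 nm excitation, 500-530 nm emission), with hits raising the fraction of high-intensity nuclei. SW480 colon cells incubated 48 hr with compounds at 37 C.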
Numbers without * were called inactive; i = inactive; ? = inconclusive; . = not tested or not shown; & = joins results of further samples; [ ] = remark or other dose. Unless noted, calls follow the shape of the dose curve; as a rule, active = well fitted curve in the direction sought with a large enough effect; inconclusive = small, poorly fitted or top-dose-only effect, or another doubt; inactive = no such curve, though single readings can be large; an effect the other way counts as inactive or inconclusive.

SMILES	HT1080 IDH1KD tx	KB-3-1 cytotox	IL1B secr inh	ATXN viability	ATXN2 expr inh	HT1080-NT tox	HepG2 viability	MCF10A rerep	SW480 rereplic
N[C@@H]1CC[C@@]2(O)[C@H]3Cc4ccc(O)c5c4[C@@]2(CCN3CC2CC2)C1O5 (stereo not given in full)	-0.7%	0.0%	2.4	?	-15.0%	5.8%	-31.3%	?	2.9%
Cc1ccsc1C(=O)C1CCCN(Cc2ccc(O)cc2)C1 (stereo not given)	-1.6%	10.4%	29.5	i	-16.4%	2.0%	-3.0%	-2.9%	1.5%
FC(F)(F)c1ccc(-c2ccc3c(c2)CNCc2cnnn2-3)cc1	?	0.1%	-17.6	i	3.7%	?	-9.7%	.	.
Nc1ccc2c3c(cccc13)CC2	-1.3%	-8.5%	8.7	i	-15.6%	-12.5%	-13.0%	16.4µM*	16.4µM*
[O-]c1ccccc1-[n+]1c(-c2ccccc2)cc(-c2ccccc2)cc1-c1ccccc1	?	11.6µM*	-83.9*	?	?	.	-19.4%	?	2.7%[9.22 µM]
O=C(O)c1ccccc1NS(=O)(=O)c1cccc(N=Nc2c(O)[nH]c(=S)[nH]c2=O)c1	9.2%	21.8%	1.0	?	-19.3%	11.3%	3.0%	-14.2%	-26.4%
O=C(O)Cc1cnc[nH]1	5.7%	0.0%	-1.2	i	-7.4%	1.2%	-5.7%	14.9%	7.9%
c1ccc(CCN2CCC3(CC2)OCCO3)cc1	0.7%	10.9%	-3.4	i	-11.8%	10.4%	1.2%	-0.6%	-13.7%
Cc1c(N=Nc2c(O)[nH]c(=O)[nH]c2=O)c(=O)n(-c2ccccc2)n1C	0.5%	-1.0%	3.8	?	.	1.1%	26.4%	10.3%	-50.7%[inhibitor]
CC(C)COP(=O)(c1ccc(N(C)C)cc1)C(Nc1ccccc1)c1cccnc1 (stereo not given)	-2.3%	14.9%	i	i	-0.4%	-17.2%	-24.2%	?	16.9%
CN1CC(C(=O)c2cccc(C(F)(F)F)c2)C(c2ccc(Cl)cc2)C1 (stereo not given)	-23.0%	3.0%	-82.5*	i	-13.7%	-13.9%	-46.5%	17.6%	12.3%
CCn1c(=O)n(CC)c2cc([N+](=O)[O-])c(N3CCNCC3)cc21	-12.9%	-7.3%	20.8	?	-0.7%	-8.6%	2.4%	-1.2%	-7.3%
COc1ccc(NC(=O)N2C[C@@H]3C[C@@H](C2)c2cccc(=O)n2C3)cc1	3.0%	0.0%	8.2	i	0.6%	7.7%	-3.8%	5.3%	-36.7%
COC(=O)C1=C(c2ccc(C(C)=O)cc2)C[C@@H]2CC[C@H]1N2C(=O)NCC1CC1	14.1%	12.8%	16.0	i	5.9%	14.9%	14.9%	3.4%	1.0%
Cc1c(/C=N/O)c2ccccc2n1C	0.2%	14.4%	-23.9	i	1.1%	9.2%	-12.3%	1.8%	2.0%
S=c1[nH]nc(-c2ccccc2)n1CC1CCCO1 (stereo not given)	2.3%	-1.7%	-14.7	i	57.9%[activator]	3.6%	-19.8%	?	?
CCCNC(=O)N1[C@H]2CC[C@@H]1C(C(=O)OC)=C(c1ccc(C(C)=O)cc1)C2	9.5%	1.8%	20.1	i	6.8%	0.0%	-0.8%	4.1%	-5.3%
Cc1cc(O)c2c(c1)OC(C)(C)C1=C2CC(C)CC1 (stereo not given)	2.5%	-16.8%	53.5	i	-6.0%	-5.0%	-35.4%	16.9%	7.0%
Cc1c(OCC(F)(F)F)ccnc1CS(=O)c1nc2ccccc2[nH]1 (stereo not given)	-14.7%	0.0%	30.0	i	3.5%&51.7%&48.7%	-17.1%	-29.7%	14.6%&-4.7%&7.1%	?
COc1cccc(CN2CCN(c3ccc(F)cc3)CC2)c1OC	-5.7%	-1.5%	19.8	i	.	-12.5%	-29.1%	.	.
CCCCCSc1cc(OC)c(CCN)cc1OC	?	20.6µM*	-27.5	?	-13.1%	?	-101.0%	?	16.4µM*
CC(C)(C)NC(=O)N1c2ccccc2Sc2ccccc21	-18.7%	?	12.4	i	48.6%[activator]	-18.5%	-23.4%	?	-5.1%
COc1ccc(CCn2c(O)c(C=NCCN3CCCCC3)c(=O)[nH]c2=O)cc1OC	2.2%	13.7%	38.4	i	14.1%	-0.4%	16.5%	1.9%	-11.8%
CCOC(=O)[C@]12Cc3cc(C)ccc3[C@H]1N(Cc1ccccc1)C(=O)c1cc(F)c(F)cc12	?	3.26µM*	.	15.8µM*	17.8µM*	?	.	.	.
COc1ccc(-c2nn(CCC#N)cc2C(=O)Nc2ccccc2Br)cc1	?	14.6%	18.4	i	3.5%	-16.5%	-10.2%	2.9%	-4.7%
C[C@]12CCC(=O)C=C1CC[C@@H]1[C@@H]2C(=O)C[C@]2(C)C(=O)CC[C@@H]12	9.4%	0.0%	5.1	i	-3.3%	3.8%	-22.4%	?	-4.1%&1.1%
O=C(/C=C/c1ccc(Cl)cc1)NC(=S)N1C[C@H]2C[C@H](C1)c1cccc(=O)n1C2	1.7%	11.6%	-18.4	i	5.1%	-0.1%	1.8%	2.0%	-2.7%
O=Cc1cn(Cc2ccc([N+](=O)[O-])cc2)c2ccccc12	-22.7%	6.51µM*	0.0	i	?	-21.9%	-3.5%	18.4µM*	?
COc1ccccc1CN1CCN(C(=O)COc2ccc3ccccc3c2)CC1	-12.1%	-2.4%	-4.6	i	1.9%	-12.0%	-15.7%	5.5%	7.3%
COC(=O)CCCCC1SCC(NC(=O)c2ccccc2)C1Cl (stereo not given)	-0.7%	-2.3%	-6.5	i	-13.9%[11.3 µM]	4.4%	-10.1%	-0.3%	-4.2%
Cc1c(N=Nc2c(O)n(Cc3ccccc3)c(=O)[nH]c2=O)c(=O)n(-c2ccccc2)n1C	?	0.0%	21.3	i	?	-14.0%	-25.4%	19.9%	?
COCCNC(=O)N1[C@H]2CC[C@@H]1C(C(=O)OC)=C(c1ccc(-c3ccccc3)c(F)c1)C2	-15.3%	0.0%	-4.7	?	?	-10.5%	-13.7%	21.2%	1.9%
O=C1NC(=O)N(Cc2ccc(F)cc2)C(=O)/C1=C\c1ccoc1	10.6%	1.4%	2.1	i	2.3%	9.4%	-7.4%	-31.9%[inhibitor]	-33.8%[inhibitor]
CC(N=Cc1c(O)[nH]c(=O)[nH]c1=O)c1ccccc1 (stereo not given)	?	2.2%	12.6	i	-8.8%	-5.9%	-10.3%	15.7%	-5.3%
CC1N=C(c2ccccc2Cl)c2cc(Br)ccc2NC1=O (stereo not given)	-13.9%	-14.7%	27.4	i	-16.5%	-11.9%	-12.1%	?	-5.5%
CCC(=NCCc1c[nH]c2ccccc12)c1c(O)n(C)c(=O)n(C)c1=O	?	?	?	i	-12.4%	?	-24.1%	?	2.8%
CCC(=O)OC1(c2ccccc2)C(C)CN(C)CC1C (stereo not given)	1.7%	1.1%	-16.0	i	-0.8%	6.4%	-6.1%	-21.1%	?
Cn1nccc1C(=O)N1CCC2(CC1)OCCO2	12.1%	7.7%	13.1	i	-3.2%	18.2%	-2.4%	10.0%	?
Cc1nnc(NC(=O)c2cccn(Cc3ccc(Cl)cc3)c2=O)s1	.	1.1%	.	i	2.9%	.	7.2%	.	.
CCOC(=O)[C@]12Cc3cc(OC)ccc3[C@H]1N(Cc1ccccc1)C(=O)c1cc(OC)ccc12	-25.6%	?	9.3	?	1.9%	-20.1%	.	.	.
O=C(CN1CCCCC1)NNC(=O)c1cccc(Br)c1	-17.8%	-1.6%	7.8	i	-2.1%	-20.9%	-4.4%	-34.3%[inhibitor]	-7.4%
CCN(CC)C(=O)c1ccc(NC(=O)c2cccc(S(=O)(=O)N3CCN(C)CC3)c2)cc1	-4.5%	.	16.5	i	1.3%	-9.0%	21.3%	0.8%	0.9%
CCOc1ccc(OCC)c(NC(=O)CN2CCN(c3ccc(C)cc3C)CC2)c1	7.1%	-16.1%	-23.5	i	3.8%	3.3%	10.7%	?	3.5%[9.22 µM]
COC(=O)C1=C(c2ccc(-c3ccccc3)c(F)c2)C[C@@H]2CC[C@H]1N2C(=O)NCCOc1ccccc1Cl	-16.5%	?	?	?	?	-24.9%	-1.0%	1.2%	?
C=C1C2C[C@H](O)C(C)(C)[C@@]2(O)[C@H](O)C[C@]23C[C@@](C)(O)[C@H](CC[C@H]12)[C@H]3OC(C)=O (stereo not given in full)	0.0%	0.6%	38.5	i	4.2%	13.6%	4.3%	-3.4%	0.8%

In a second layout: results already given
compound: COC(=O)C1=C(c2ccc(-c3ccccc3)c(F)c2)C[C@@H]2CC[C@H]1N2C(=O)NCCOc1ccccc1Cl
  HT1080 IDH1KD tx: -16.5%
  KB-3-1 cytotox: ?
  IL1B secr inh: ?
  ATXN viability: ?
  ATXN2 expr inh: ?
  HT1080-NT tox: -24.9%
  HepG2 viability: -1.0%
  MCF10A rerep: 1.2%
  SW480 rereplic: ?

compound: O=C(CN1CCCCC1)NNC(=O)c1cccc(Br)c1
  HT1080 IDH1KD tx: -17.8%
  KB-3-1 cytotox: -1.6%
  IL1B secr inh: 7.8
  ATXN viability: i
  ATXN2 expr inh: -2.1%
  HT1080-NT tox: -20.9%
  HepG2 viability: -4.4%
  MCF10A rerep: -34.3%[inhibitor]
  SW480 rereplic: -7.4%

A portion of the library; the hit share may differ from the screen's.
